VLA-4 inh – inhibition in human VLA-4 binding assay, primary screen, VLA-4 allosteric modulator project, MLPCN library, flow cytometry, VLA-4 expressing cells; AID 2557, 2010; inhibition, % (about 7 µM as worked out from the volumes in the protocol); Integrin alpha-4 (Homo sapiens), P13612; ligand binding flow cytometry; 0.2% of 330,000 active; in the data active = inhibition above about 50%
Fam108B inh – mouse Fam108B serine hydrolase inhibitors, primary screen, counter-screen for RBBP9 inhibitor project, biochemical, fluorescence polarization; 0.33% of 300,000 active; AID 1947, 2009; recombinant Fam108B, FP-Rh probe fluorescence polarization; inhibition, % at 9.51 µM;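 active = inhibition above the screen mean inhibition plus 3 SD, computed separately per campaign, cut at about 18% in these data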;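 note: inhibitors lower polarization as less probe binds the enzyme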
CIT2-GFP yeast – modulators of CIT2-GFP expression in yeast, primary screen, S. cerevisiae, GFP fusion, multiplex flow cytometry, MLPCN library; S. cerevisiae CIT2-GFP strain, 3 h; 100 means same as DMSO wells; GFP response vs DMSO, % at 10 µM; 0.065% of 320,000 active; AID 2029, 2009;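 active = GFP response relative to DMSO above a set limit, near the screen mean plus 3 SD, cut at about 150% in these data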;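 note: ratio of well median GFP fluorescence to mean of DMSO wells on the plate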
GLD-1 RNA inh – GLD-1/TGE RNA complex disruptors, primary screen, biochemical, fluorescence polarization; purified GLD-1 + fluorescein TGE RNA; inhibition, % at 5.96 µM; 0.44% of 320,000 active; AID 2280, 2010; Female germline-specific tumor suppressor gld-1 (Caenorhabditis elegans), Q17339;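 active = percent inhibition above a per-plate cutoff, the plate mean of test compounds plus 3 SD, cut at about 30% in these data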;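 note: 0% = DMSO wells with GLD-1 and probe and 100% = wells lacking GLD-1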
BCLXL inh – inhibitors of human Bcl-xL, primary screen, biochemical, fluorescence polarization, HTS. Bcl-2-like protein 1 (Homo sapiens), Q07817. GST-Bcl-xL / FITC-Bim BH3 peptide fluorescence polarization. inhibition, % at 10.9 µM. 0.7% of 320,000 active. AID 2129, 2009;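 active = inhibition above the mean of all tested compounds plus 3 SD, cutoff set per campaign, cut at about 30% in these data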;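 note: 0% = DMSO wells and 100% = unlabeled Bim-BH3 peptide competitor; inhibitors lower millipolarization by displacing the labeled peptide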
Target sequence (Q07817 whole entry, looked up): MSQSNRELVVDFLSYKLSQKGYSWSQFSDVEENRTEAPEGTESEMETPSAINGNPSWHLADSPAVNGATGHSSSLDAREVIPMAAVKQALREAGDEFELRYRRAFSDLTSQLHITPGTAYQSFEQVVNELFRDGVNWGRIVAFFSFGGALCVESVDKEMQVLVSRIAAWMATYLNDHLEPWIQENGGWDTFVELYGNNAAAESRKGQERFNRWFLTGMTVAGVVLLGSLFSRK
AGP1 TOR yeast – modulators of AGP1-GFP expression in yeast TOR pathway, primary screen, cell-based, multiplex flow cytometry, S. cerevisiae, MLPCN library. 3 h; GFP as percent of DMSO wells. GFP response vs DMSO, % at 10 µM. 0.02% of 320,000 active. AID 2066, 2009;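 active = GFP response relative to DMSO above a set limit, near screen average plus 3 SD, cut at about 150% in these data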;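 note: median GFP channel fluorescence of the gated AGP1 strain per well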
MCL1-BIM inh – inhibitors of MCL1 binding to BIM-BH3, primary screen, biochemical, fluorescence polarization; GST-MCL1 / FITC-Bim-BH3 fluorescence polarization; 0.68% of 320,000 active; inhibition, % at 10.9 µM;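 active = inhibition above the mean inhibition of all tested compounds plus 3 SD, set per campaign, cut at about 40% in these data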;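 note: 0% = DMSO wells and 100% = unlabeled Bim-BH3 peptide control; higher means more loss of mP so more displacement of Bim peptide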
Target sequence (Q07820 whole entry, looked up): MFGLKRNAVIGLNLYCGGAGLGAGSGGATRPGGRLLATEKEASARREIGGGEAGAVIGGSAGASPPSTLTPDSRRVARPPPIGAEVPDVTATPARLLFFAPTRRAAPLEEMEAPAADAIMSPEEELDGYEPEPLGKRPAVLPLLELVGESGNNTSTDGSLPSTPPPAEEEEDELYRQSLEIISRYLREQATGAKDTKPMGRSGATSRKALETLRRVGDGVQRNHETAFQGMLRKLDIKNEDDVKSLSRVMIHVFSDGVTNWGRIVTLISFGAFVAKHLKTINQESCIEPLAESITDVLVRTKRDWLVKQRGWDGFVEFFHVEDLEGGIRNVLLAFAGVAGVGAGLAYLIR
MEX-5 binding – MEX-5 zinc finger RNA-binding disruptors – biochemical, C. elegans, fluorescence polarization, MLPCN library, primary screen; Zinc finger protein mex-5 (Caenorhabditis elegans), Q9XUB2; MEX-5/FITC-TCR2 RNA binding; stronger effect = lower value; activity score (negative = inhibition of binding), % at 10 µM; 0.38% of 300,000 active; AID 1832, 2009;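 active = inhibition past about -25% in most replicates, and total fluorescence under double the plate's negative control median, limit read from the data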;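 note: 0% = DMSO and -100% = 5 µM competing unlabeled TCR2 RNA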
Target sequence (Q9XUB2 whole entry, looked up): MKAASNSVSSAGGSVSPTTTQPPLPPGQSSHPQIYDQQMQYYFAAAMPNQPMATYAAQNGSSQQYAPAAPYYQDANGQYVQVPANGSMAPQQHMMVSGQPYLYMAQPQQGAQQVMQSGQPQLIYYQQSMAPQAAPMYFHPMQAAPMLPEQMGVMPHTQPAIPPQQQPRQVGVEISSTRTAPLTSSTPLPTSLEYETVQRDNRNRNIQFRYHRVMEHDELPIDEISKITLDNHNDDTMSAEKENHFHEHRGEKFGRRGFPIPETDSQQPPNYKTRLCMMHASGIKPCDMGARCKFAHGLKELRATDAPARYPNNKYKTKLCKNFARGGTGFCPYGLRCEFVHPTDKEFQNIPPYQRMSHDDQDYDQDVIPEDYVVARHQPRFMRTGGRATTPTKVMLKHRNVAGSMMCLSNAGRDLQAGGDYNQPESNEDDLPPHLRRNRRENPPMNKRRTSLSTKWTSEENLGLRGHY
GRK2 aptamer HTS – compounds blocking aptamer binding on GRK2 – biochemical, human GRK2, bead flow cytometry, HTS, primary screen | Beta-adrenergic receptor kinase 1 (Homo sapiens), P25098 | FAM-aptamer displacement from GRK2 | inhibition of aptamer binding, % at 10 µM | 0.59% of 330,000 active;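 active = inhibition of aptamer binding above 40%, roughly 3 SD of noise, on plates passing a quality check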;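 note: median bead fluorescence of bound FAM aptamer so fluorescent compounds give negative values; no value below 0 was filed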
Active calls of the source: *; i = inactive; . = not tested or not shown.

SMILES	VLA-4 inh	Fam108B inh	CIT2-GFP yeast	GLD-1 RNA inh	BCLXL inh	AGP1 TOR yeast	MCL1-BIM inh	MEX-5 binding	GRK2 aptamer HTS
C=CC[C@@H](CC(=O)N[C@H](CO)Cc1ccccc1)C(=O)NC[C@H](OC(=O)[C@@H](CC=C)Cc1ccc(F)cc1)c1ccccc1	-9.2	.	94.6	2.9	.	99.5	.	.	0.0
COc1cc(OC)c(C2N(c3cc(C)on3)C(=O)C3CCCN32)cc1OC (centres undefined)	-14.5	1.1	98.9	2.4	-0.2	108.3	-7.3	-0.3	0.0
O=C(NO)c1ccc(OC(F)F)cc1	3.4	-4.0	98.8	9.3	8.6	100.5	5.6	-0.2	0.0
O=C(CSc1nnc(COc2ccc(Cl)cc2)o1)N1CCOCC1	5.6	-2.1	73.7	0.6	1.1	103.2	-1.7	0.9	1.0
O=C1CCCc2[nH]c3cccc(/C(=C/c4ccccc4)c4ccccc4)c3c21	7.3	-12.1	96.0	1.8	-6.5	103.8	-4.0	1.1	1.0
Cc1c(-c2csc(N)n2)cnn1C	34.1	-4.4	110.2	10.7	16.7	106.2	22.7	-1.3	0.0
CC(=O)NCC1CCCN(Cc2cn(-c3ccccc3)nc2-c2ccc3c(c2)OCO3)C1 (centres undefined)	6.4	0.3	91.3	7.0	-4.2	116.8	-4.9	-0.6	0.0
CC(C)Oc1ccc(C(=O)NCc2cccnc2)cc1	37.4	0.7	87.4	5.5	6.7	102.2	5.9	0.4	0.0
O=C(CN1CCCC1)Nc1ccc([N+](=O)[O-])cc1	-4.2	5.3	109.0	-3.8	6.0	102.6	10.1	2.4	0.0
O=C(NC(=S)N1CCCCC1)C12CC3CC(CC(C3)C1)C2	22.1	8.5	86.6	3.0	-1.8	92.9	-2.5	2.9	2.0
Fc1cccc(Nc2c3c(nc4ccccc24)CCC3)c1	10.3	-3.6	101.5	-3.1	1.0	107.7	5.8	-2.7	0.0
CCN(C(=O)COC(=O)c1cccnc1Nc1cccc(C(F)(F)F)c1)C1CCS(=O)(=O)C1 (centres undefined)	-0.3	2.3	106.1	3.2	4.9	95.0	-0.4	2.8	1.0
FC(F)(F)c1cnc(Oc2cccc3ccccc23)c(Cl)c1	10.0	-4.0	94.6	4.2	-0.8	104.0	-8.4	1.6	2.0
CCOc1ncccc1C(=O)OCC(=O)Nc1ccc(C)c(S(=O)(=O)N(C)C)c1	6.6	-5.0	73.0	-0.7	3.5	85.1	-1.6	0.7	0.0
COC(=O)C1=C(C)N(Cc2ccco2)C(=O)N[C@@H]1c1ccco1	-4.2	-3.6	122.2	7.6	1.1	92.2	-8.7	2.2	0.0
COC(=O)c1c(C)oc2ccc(N(C(=O)c3ccncc3)S(=O)(=O)c3ccc(C)cc3)cc12	i	-3.4	93.1	1.1	7.0	92.7	-3.1	1.8	0.0
CCOC(=O)c1sc(NC(=O)c2cc(-c3ccccc3)nc3ccccc23)c(C#N)c1C	17.3	10.6	94.1	0.5	4.2	99.3	2.6	1.0	0.0
Cc1ccc(Cn2ccc(NC(=O)c3noc4c3CCCCC4)n2)cc1	.	-1.1	96.1	4.9	-1.9	98.3	-2.4	1.3	0.0
COc1ccc(C(=O)Nc2ccc(N3CCN(C(=O)C(C)C)CC3)cc2)cc1[N+](=O)[O-]	12.9	0.1	93.5	-0.1	0.2	91.7	-5.2	-3.7	0.0
COc1cc(C2/C(=C(\O)c3ccc4c(c3)CC(C)O4)C(=O)C(=O)N2CCN2CCOCC2)cc(OC)c1OC (centres undefined)	1.9	-4.0	106.0	2.1	4.4	107.2	10.6	0.0	3.0
C=CCc1ccccc1OCC(O)CN1CCN(CCN2C(=O)c3cccc4cccc(c34)C2=O)CC1 (centres undefined)	29.2	-8.2	94.4	-1.1	10.0	87.7	3.8	0.1	0.0
O=C(OCC(=O)C12CC3CC(CC(C3)C1)C2)c1cccnc1	6.5	-2.2	.	6.0	-6.1	99.7	-14.5	2.4	2.0
CC1(C)CC(=O)c2sc(NS(=O)(=O)c3cc(Cl)ccc3Cl)nc2C1	5.4	-1.1	104.7	4.9	1.3	105.2	-1.0	-1.0	4.0
CCC(=O)Nc1nc(C)cc(SCC(=O)OC)n1	-12.7	0.2	104.0	3.6	0.4	98.5	5.3	1.6	4.0
COCCOC1CCN(C(=O)C2CCC(=O)N(Cc3cccc(F)c3)C2)CC1 (centres undefined)	1.2	3.5	95.9	-5.6	3.6	99.4	1.2	-0.6	1.0
CCCCC(=O)Nc1ccc(C(=O)NCc2ccncc2)cc1	4.6	1.8	96.2	0.6	1.7	100.2	-0.4	1.0	2.0
O=C(CCn1cccn1)Nc1ccc2c(c1)OCO2	0.3	18.3*	112.8	-3.8	3.5	107.1	-4.4	-2.2	3.0
CCOC(=O)N1CCN(C(=O)c2nn(-c3ccc(C)cc3)c(=O)c3c2c2ccccc2n3C)CC1	-11.8	-5.3	.	2.9	4.3	104.6	5.6	0.5	0.0
Cc1ccccc1CN1CCN(C(=O)c2cccc3ccccc23)CC1	3.0	-0.2	100.5	7.6	8.2	98.4	20.6	-0.2	0.0
CCCS(=O)(=O)N1CCCC(C(=O)NCCN2CCCCC2C)C1 (centres undefined)	-9.8	-2.5	115.5	7.6	19.9	107.4	20.0	-12.4	0.0
CCOc1ccc(CCNC(=O)COC(=O)c2cccc(S(=O)(=O)N3CCCC3)c2)cc1OCC	-2.4	-0.8	98.9	4.7	-1.1	105.0	-4.7	2.3	3.0
Cc1cccc(N2CCN(S(=O)(=O)c3ccc4c(c3)CCCN4C(=O)C3CCC3)CC2C)c1 (centres undefined)	2.4	-4.0	103.0	2.4	-5.6	102.3	-3.8	5.1	4.0
COc1ccccc1N1C(=NC(=O)COc2ccccc2)SC2CS(=O)(=O)CC21 (centres undefined)	9.2	2.8	105.7	-6.8	2.5	104.0	-0.6	1.0	3.0
CC(NC(=O)Cc1ccc(F)cc1)c1ccc(F)cc1 (centres undefined)	22.3	-1.5	100.6	3.0	-12.0	100.2	-19.5	1.6	3.0
CC1CC(NC(=O)c2cnc3n(c2=O)CCS3)CC(C)(C)C1 (centres undefined)	11.9	3.7	83.9	1.9	3.5	97.3	0.1	-0.3	2.0
NC(=O)[C@H]1CC2(CC(c3cccc(NC(=O)COc4ccc(Cl)cc4)c3)=NO2)CN1C(=O)c1ccc(Cl)cc1 (some centres undefined)	-5.8	-15.5	109.0	0.7	9.0	99.2	3.7	1.8	4.0
Cc1ccc(NC(=O)CN2CCN(Cc3ccccc3)CC2)cc1	12.5	2.8	97.9	2.6	-0.7	92.6	-1.3	2.5	0.0
NS(=O)(=O)c1cccnc1Nc1cccc(C(F)(F)F)c1	4.9	7.7	108.3	-2.8	3.7	102.7	-6.1	1.3	2.0
COc1ccc(OCCSc2n[nH]c(N)n2)cc1	-19.4	6.2	106.4	-2.5	5.3	96.1	-7.7	-0.2	0.0
O=C(COc1ccc2ccccc2c1)N1CCN(c2ccccc2)CC1	7.8	-1.6	83.8	5.0	3.1	93.2	-3.8	-0.6	2.0
COc1cc(OC)cc(C(=O)Nc2nc(CC(=O)NC(C)c3ccccc3)cs2)c1 (centres undefined)	4.7	-0.6	101.3	10.1	5.1	110.0	3.0	1.3	2.0
CCn1c(C)nc2cc(C(=O)N3N=C(CCOC)CC3(O)C(F)(F)F)ccc21 (centres undefined)	8.2	2.2	105.4	-4.1	-3.8	106.4	-1.0	0.7	0.0
CCOC(=O)CC(=O)CSC1=C(C#N)C(c2ccccc2OC)CC(=O)N1 (centres undefined)	-5.8	1.0	101.8	1.5	30.9*	102.0	-8.7	-1.2	0.0
CCCN1CNC(=S)N(CCc2ccccc2)C1	-6.0	-1.8	102.6	9.0	-3.7	105.4	-3.2	2.3	2.0
O=C(CSc1nc(O)c(Cc2ccccc2F)c(=O)[nH]1)N1CCCCCC1	7.0	-2.4	99.2	-1.7	2.0	97.7	2.5	-1.9	3.0

An excerpt from above in order of molar mass, high to low.
SMILES	VLA-4 inh	Fam108B inh	CIT2-GFP yeast	GLD-1 RNA inh	BCLXL inh	AGP1 TOR yeast	MCL1-BIM inh	MEX-5 binding	GRK2 aptamer HTS
O=C1CCCc2[nH]c3cccc(/C(=C/c4ccccc4)c4ccccc4)c3c21	7.3	-12.1	96.0	1.8	-6.5	103.8	-4.0	1.1	1.0
FC(F)(F)c1cnc(Oc2cccc3ccccc23)c(Cl)c1	10.0	-4.0	94.6	4.2	-0.8	104.0	-8.4	1.6	2.0
O=C(NC(=S)N1CCCCC1)C12CC3CC(CC(C3)C1)C2	22.1	8.5	86.6	3.0	-1.8	92.9	-2.5	2.9	2.0
CC(C)Oc1ccc(C(=O)NCc2cccnc2)cc1	37.4	0.7	87.4	5.5	6.7	102.2	5.9	0.4	0.0

The list goes on:
SMILES	VLA-4 inh	Fam108B inh	CIT2-GFP yeast	GLD-1 RNA inh	BCLXL inh	AGP1 TOR yeast	MCL1-BIM inh	MEX-5 binding	GRK2 aptamer HTS
COCC(=O)N(Cc1ccc(OC)cc1)Cc1nc2ccccc2c(=O)[nH]1	14.6	-3.8	77.1	-4.0	1.5	99.7	0.1	-5.4	0.0
CC(C)OC(=O)CN1C(=O)C(C)(C)Oc2ccc(C(=O)NC3CC3)cc21	4.2	-2.6	.	5.4	2.5	91.0	1.3	2.1	3.0
COC(=O)c1cc(S(=O)(=O)NC2CCC(C)CC2)cn1C (centres undefined)	22.7	-1.9	104.1	-1.2	10.1	109.5	6.2	0.5	3.0
CN(CC(=O)Nc1ccccc1)CC(=O)Nc1ccccc1Cl	6.2	-1.1	98.5	3.1	0.9	97.3	-7.1	-1.9	2.0
O=C1c2ccc3c4c(ccc(c24)C(=O)N1c1cccc(O)c1)CC3	-2.2	-3.1	103.7	2.7	3.0	100.1	3.9	1.4	0.0
CCc1ccc(-c2cc(C)no2)cc1S(=O)(=O)NCc1ccc(OC)c(OC)c1	-2.4	1.2	116.3	-1.1	4.1	80.4	8.2	-1.0	0.0
O=C1/C(=C\c2ccc(O)c(O)c2)SC(=S)N1Cc1ccccc1	i	.	202.7*	.	.	44.3	.	-0.8	0.0
COC(=O)Cc1ccc(NC(=O)C(c2ccccc2)c2ccccc2)cc1	2.9	-2.3	94.6	0.8	2.8	93.4	2.7	0.7	0.0
O=C(COC(=O)c1cnccn1)c1ccc(Cl)cc1	-1.1	-4.2	96.0	3.0	0.4	99.9	-9.1	.	3.0
Cc1ccc(NC(=O)c2cc(S(=O)(=O)N3CCCCC3)cs2)cc1	-9.1	-6.8	95.7	-0.2	3.3	59.9	0.7	3.2	2.0
CN(C)S(=O)(=O)c1ccc(C(=O)N2CCOCC2)cc1	0.8	-3.2	92.4	2.0	0.4	102.5	-2.8	0.2	2.0
Cc1ccc(C(=O)N2NC(c3ccc(F)cc3)C3C(=O)N(c4ccc(C)cc4)C(=O)C32)cc1 (centres undefined)	-30.4	2.8	104.3	4.6	1.7	101.9	2.4	4.2	3.0

Assay outcomes: PubChem, several laboratories
